# Compound activity (PubChem)
# USP2a inh = USP2a (human) protease inhibition; O75604; USP2 core, Ub-CHOP2 coupled fluorogenic reporter, 485/531; Potency, µM (titrated, usually from 38.3 µM), without a hit: top-dose activity change, negative = inhibition, actives largely listed as inhibitors; hit rate 0.01% among 330,000;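 also: potency is read from the fitted curve at half-maximal effect; plate controls were DMSO wells for no effect and full inhibition by NEM control for full effect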
#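 USP2 core (10nM final) preincubated 30min RT with compound in 20mM Tris-HCl pH 8.0, 2mM CaCl2, 2mM beta-mercaptoethanol, 0.05% CHAPS; 25nM Ub-CHOP2 plus 25nM reporter substrate added, fluorescence (Ex485/Em531) read after 60min.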
# KCNH2 3.1 inh = blocks the human KCNH2 3.1 channel isoform | U2OS KCNH2 3.1, thallium flux FluxOr; hits give low values | activity change, % (tested at about 1.8 µM) | hit rate 0.95% among 340,000 | AID 720553;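 active = maximum activity change below -70%; inconclusive = maximum activity change from -70% to -50%; inactive = maximum activity change above -50%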;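 also: thallium influx rate constant from kinetic fluorescence after stimulation buffer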
#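 Thallium flux via FluxOr fluorescence (Red40 quencher, 45 min loading) in U2OS cells virally expressing the KCNH2 3.1 isoform (1.77 x 10^8 /mL virus, overnight at 37 C). Rate constants from 2-min kinetic reads post-stimulation, normalised to positive and negative controls.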
# Eya2 phos inh = Eya2 (human) phosphatase inhibition | AID 488837 | recombinant Eya2, OMFP fluorescence dephosphorylation (OMFP is methylfluorescein phosphate) | Potency, µM (titrated, usually from 76.9 µM), for inactives: at the top dose activity, negative = inhibition, actives largely listed as inhibitors | O00167 | hit rate 0.006% among 330,000; also: potency is read from the fitted curve at half-maximal effect
#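 Eya2 (0.2 uM) preincubated 10 min at ambient with compound, then OMFP substrate added at 50 uM; 10 min reaction in 50 mM HEPES pH 7.5, 50 mM NaCl, 5 uM MgCl2, 0.05% BSA, 1 mM DTT. Fluorescence read at Ex 485/Em 525 nm.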
# Coupling enz = inhibits coupling enzyme system, counter-screen for aldolase hits. coupling enzyme system counterscreen, AmpLite Red fluorescence. hit rate 0.67% among 290,000. AID 2472. activity change, negative = inhibition, % at 58.2 µM, hits read low; in the data active = activity change below about -30%
#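 First, compound is pin-transferred into glyceraldehyde-3-phosphate coupling-enzyme reagent at 57.5 uM final and held 10 min at RT. Next, substrate, coupling system and AmpLite Red are added. After 20 min RT, fluorescence (525/598 nm) is read.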
# BCR signal inh = chronic active BCR signaling inhibition. ABC-DLBCL IkBa-CBG/CBR reporter, luminescence ratio, 4 h. Potency, µM (titrated, usually from 46.1 µM), for the others: at the top dose ratio change, negative = lower green/red ratio, actives largely listed as inhibitors. hit rate 0.05% among 340,000. AID 493014; active = well fitted inhibition curve with a large enough effect in the signal ratio, with a control signal flat, not every such curve was filed as active; inconclusive = small, poorly fitted or top-dose-only effect, or effect the other way, or a change in a side signal; the % refers to the signal ratio;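 also: potency is read from the fitted curve at half-maximal effect; plate controls were basal doxycycline-induced cells for no effect and cells given 10 µM MG132 for full effect; MG132 reads +100%, hits lower the ratio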
#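 Cell line TMD8 (human ABC DLBCL), stably expressing tet-inducible CBG68-IkBa fusion and CBR; IMDM/0.5% FBS; cpd up to 46 uM; dox induction, 4 h, 37C/5% CO2; dual luminescence; green/red ratio; MG132 control.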
# PKM2 act = PKM2 (human) enzyme activation. P14618. purified PKM2, Kinase-Glo ATP luminescence, activation; response scale: 0% is enzyme alone, no compound. Potency, µM (doses to about 57.5 µM), for inactives: top-dose activation, actives largely listed as activators. hit rate 0.34% among 260,000. AID 1631; also: potency is read from the fitted curve at half-maximal effect; nearly all actives have a fitted effect of over 55% in size
#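 Kinase-Glo luminescence reports ATP generated from ADP (0.1 mM) and PEP (0.5 mM) by purified hPK-M2 after 1 h at room temperature, pH 7.2 imidazole buffer; intermediate enzyme activity allows detecting inhibitors and activators.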
# hERG WT inh = inhibitors of human wildtype KCNH2 potassium channel; Q12809; U2OS, BacMam KCNH2, thallium flux FluxOr; hits give low values; activity change, % at 1.84 µM; hit rate 0.37% among 340,000;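 active = maximum activity change below -70%; inconclusive = maximum activity change between -70% and -50%; inactive = maximum activity change above -50%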
#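 U2OS cells transduced with wild-type KCNH2 virus are loaded with FluxOr dye for 45 min, and thallium flux is measured in kinetic reads before and after stimulation buffer. Rate constants are normalized to DMSO controls.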
# GALK inhibitor = blocks human galactokinase activity; P51570; Purified GALK, Kinase-Glo residual ATP luminescence; Potency, µM (titrated, usually from 57.5 µM), for inactives: at the top dose activity change, negative = inhibition, hits mostly inhibitors; hit rate 0.007% among 270,000; also: potency is read from the fitted curve at half-maximal effect
# Target sequence (P51570 whole entry, looked up): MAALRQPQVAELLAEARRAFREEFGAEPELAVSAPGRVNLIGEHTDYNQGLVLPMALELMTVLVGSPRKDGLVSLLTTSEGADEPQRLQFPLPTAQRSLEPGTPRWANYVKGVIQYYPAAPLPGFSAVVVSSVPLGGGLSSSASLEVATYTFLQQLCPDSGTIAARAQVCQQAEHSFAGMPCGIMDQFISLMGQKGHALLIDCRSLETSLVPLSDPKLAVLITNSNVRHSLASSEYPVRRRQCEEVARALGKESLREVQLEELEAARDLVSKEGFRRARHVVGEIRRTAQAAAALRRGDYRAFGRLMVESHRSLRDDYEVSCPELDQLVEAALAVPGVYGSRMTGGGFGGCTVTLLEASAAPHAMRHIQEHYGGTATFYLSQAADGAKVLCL
#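 Compounds were pin-transferred into ATP buffer (35 uM final), then GALK plus galactose (5 nM, 100 uM final) was added. After 1 h at room temperature, Kinase-Glo Plus was added and luminescence read after 10 min.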
# Giardia killer = kills Giardia lamblia; activity change, % at 7.66 µM, hits read low; hit rate 0.15% among 340,000; Giardia lamblia trophozoite viability; AID 540267; in the data active = activity change below about -80%; inconclusive = between about -30% and that limit;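 also: parasites exposed to compound for two days anaerobically before the ATP read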
#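 Giardia trophozoites, 100 cells per well, were exposed to compounds for 48 hrs at 37 deg C under anaerobic conditions; viability was then read as ATP content by bioluminescence after 15-30 min at room temperature.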
# uPA generation = inhibitors of cell surface uPA generation; cell surface uPA generation assay, qHTS; Potency, µM (doses to about 38.3 µM), for the others: top-dose activity change, negative = inhibition, usual class: inhibitors; hit rate 0.31% among 330,000; AID 540303; active = well fitted inhibition curve with a large enough effect; inconclusive = small, poorly fitted or top-dose-only effect; inactive = no such curve, though single readings can be large or run the other way; tested in mouse RAW 264.7 cells; also: potency is read from the fitted curve at half-maximal effect; nearly all actives have a fitted effect of over 55% in size
# B2AR arrestin = recruits beta-arrestin to the human beta2-adrenergic receptor | P07550 | beta-arrestin recruitment to beta2AR, cell-based reporter | Potency, µM (series often up to 46.1 µM), without a hit: top-dose activation, most hits filed as activators | hit rate 0.02% among 330,000 | AID 492947;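 also: potency is read from the fitted curve at half-maximal effect; 0% = DMSO controls and full agonism = EC100 isoproterenol or metaproterenol; nearly all actives have a fitted effect of over 65% in size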
# Target sequence (P07550 whole entry, looked up): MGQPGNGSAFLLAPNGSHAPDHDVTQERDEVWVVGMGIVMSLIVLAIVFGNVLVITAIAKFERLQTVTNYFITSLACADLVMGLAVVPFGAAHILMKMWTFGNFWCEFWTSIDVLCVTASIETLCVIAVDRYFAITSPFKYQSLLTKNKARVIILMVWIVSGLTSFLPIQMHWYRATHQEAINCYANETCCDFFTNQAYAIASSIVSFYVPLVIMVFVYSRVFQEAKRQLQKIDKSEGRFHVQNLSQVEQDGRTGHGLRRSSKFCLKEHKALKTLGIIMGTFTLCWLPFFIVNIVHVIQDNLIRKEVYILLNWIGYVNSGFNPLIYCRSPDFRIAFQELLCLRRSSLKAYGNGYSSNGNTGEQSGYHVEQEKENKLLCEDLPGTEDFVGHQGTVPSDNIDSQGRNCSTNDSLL
# * = called active by the depositor; ? = inconclusive; . = no result given; & = joins results of further samples; [ ] = remark or other dose. Unless noted, calls follow the shape of the dose curve; as a rule, active = well fitted curve in the direction sought with a large enough effect; inconclusive = small, poorly fitted or top-dose-only effect, or another doubt; inactive = no such curve, though single readings can be large; an effect the other way counts as inactive or inconclusive. Unless noted, % is scaled to controls: 0 for no effect and ±100 for the full control effect. A portion of the library; the hit share may differ from the screen's.
# Results follow in this order: USP2a inh | KCNH2 3.1 inh | Eya2 phos inh | Coupling enz | BCR signal inh | PKM2 act | hERG WT inh | GALK inhibitor | Giardia killer | uPA generation | B2AR arrestin
> O=C(c1cc(-c2ccccc2)nc2ccccc12)N1CCC2(CC1)OCCO2
  -2% | 14 | 2% | . | -3% | -5% | 0 | 2% | -5 | . | -0.2%
> CCOC(=O)C1(CCc2ccccc2)CCN(CC(O)CO)CC1 (centres undefined)
  0% | 1 | ? | 0 | 3% | 5% | -23 | -5% | -2 | -6% | -0.4%
> c1cncc(C2Nc3cccc4cccc(c34)N2)c1
  5%&0% | 2 | -3%&12% | -15&-6 | 5%&4% | 4% | 6 | -2%&-1% | ? | 1% | ?
> CN1C(=O)N(C)C(=O)C2(Cc3ccccc3N3CCOCC32)C1=O (centres undefined)
  9% | -5 | -7% | 0 | 0% | -7% | 7 | 0% | 2 | 3% | -0.2%
> CCC12CN3CCN(CC(C3)/C1=N/NC(=O)c1ccncc1)C2
  0% | 9 | -20% | 2 | -20% | 4% | -3 | 7% | 12 | 1% | 0.1%
> C[C@]12CCC(=O)C=C1CC[C@@H]1C2CC[C@]2(C)C(=O)CCC12 (some centres undefined)
  -1% | -13 | -2% | 1 | -6% | . | -5 | 1% | -1 | 1% | 0.0%
> NN=C(N)N
  0% | 1 | 1%&-7%&8% | 2&-3 | -7% | . | -1 | . | ? | -8% | -0.1%
> CCOC(=O)C(O)(c1ccc(NC(=O)c2ccc(Cl)c(Cl)c2)cc1)C(F)(F)F (centres undefined)
  0% | 4 | ? | -9 | 7% | 5% | -10 | -5% | -8 | -3% | 0.2%
> O=C(CCN1CCOCC1)c1ccc(N2CCCCC2)cc1
  1% | 8 | -6% | . | ? | . | 0 | . | -27 | ? | 0.0%
> O=C1c2cccc3cccc(c23)C(=O)N1/N=C/c1c(O)n(-c2ccccc2)c(=O)[nH]c1=O
  0% | 5 | -2% | 6 | 1% | 0% | 6 | 2% | -12 | 7% | -0.9%
> C[N+]1(C)C2CC[C@H]1CC(OC(=O)C(CO)c1ccccc1)C2 (some centres undefined)
  1% | 7 | -3% | . | 0% | . | -8 | . | 6 | -1% | -1.3%
> O=c1[nH]c(=O)n(C2CCCCC2)c(O)c1/C=N/N1CCCCC1c1cccnc1 (centres undefined)
  2% | 12 | 8% | 4 | 5% | -3% | -4 | -2% | 3 | 0% | 0.2%
> CCc1nc2ccccc2c(=O)n1-c1ccccc1[N+](=O)[O-]
  5% | -8 | 7% | 5 | ? | -8% | -1 | 0% | -9 | -1% | -0.6%
> Cc1c2cnn(CC(=O)N3CCC4(CC3)OCCO4)c(=O)c2c(C)n1Cc1ccccc1F
  -1% | 5 | -20% | -18 | 0% | 1% | 3 | 0% | 1 | -2% | -0.1%
> CCOP(=O)(OCC)C(NC(C)=O)C(Cl)(Cl)Cl (centres undefined)
  0% | -15 | 5% | 0 | -14% | -7% | -19 | -2% | 17 | 0% | -0.5%
> CC1(C)CC(n2[nH]c(=O)c3c2NC(=O)CSC3c2ccc(F)cc2)CCO1 (centres undefined)
  3% | -1 | 2% | 1 | -2% | 0% | -2 | 12% | -15 | -2% | -0.3%
> COc1cc(CN2CCCC(C(=O)c3sccc3C)C2)cc(OC)c1O (centres undefined)
  2% | -9 | -7% | -20 | -1% | 5% | 30 | -2% | -2 | 10% | 0.0%
> C(#CCN1CCOCC1)COC/C=C/c1ccccc1
  0% | 13 | -1% | 6 | 0% | 12% | 27 | 5% | -16 | 4% | 0.0%
> O=[N+]([O-])[N-][n+]1cnn(Cc2ccc(Cl)cc2)c1
  4% | -29 | 14% | -2 | 0% | -1% | -3 | -1% | 0 | -2% | 0.0%
> Cn1c(=O)cc(OCC(=O)N2CCN(Cc3ccc4c(c3)OCO4)CC2)c2ccccc21
  7% | -7 | -2% | 1 | 1% | 0% | 0 | 8% | 6 | -3% | -0.7%
> CCN(CC)S(=O)(=O)c1ccc(C)c(NCC(=O)Nc2ccc(C#N)c(Cl)c2)c1
  1% | -23 | 3% | 2 | 1% | -6% | 6 | 1% | -5 | -7% | 0.2%
> O=C1NC(=O)N(Cc2ccco2)C(=O)/C1=C\c1cccn1CCOc1ccccc1
  -1% | 4 | -6% | 2 | 6% | ? | -4 | . | 2 | 0% | 0.4%
> Cc1cccc(CN2CCCC(C(=O)c3ccc4c(c3)OCO4)C2)n1 (centres undefined)
  0% | -32 | -9% | 0 | -30% | 4% | -6 | 3% | -5 | 5% | 1.0%
> COC(=O)C1=C(c2ccc(-c3ccccc3)c(F)c2)C[C@@H]2CC[C@H]1N2C(=O)N1CCc2cc(OC)c(OC)cc2C1
  -1% | -38 | 4% | . | -1% | . | -2 | . | -3 | ? | 2.3%
> C(=C\c1ccc2ccccc2n1)/c1ccccc1
  -7% | 11 | -14% | 9 | ? | -46% | 3 | 5% | -23 | 5.6µM* | -0.3%
> Cc1cc(O)c2c(C)c(CC(=O)N3C[C@H]4C[C@@H](C3)c3cccc(=O)n3C4)c(=O)oc2c1
  0% | 0 | -3% | -7 | 16% | 0% | 3 | . | 10 | -5% | -0.7%
> COc1ccc(S(=O)(=O)Cc2ccc(C(=O)N3CCC4(CC3)OCCO4)o2)cc1
  ? | 4 | 15% | -2 | 20% | 10% | 3 | 1% | 16 | 0% | 1.0%
> CCOP(=O)(OCC)C(CC)N1CCOCC1 (centres undefined)
  0% | 7 | 2% | 1 | 6% | 2% | -1 | 3% | -2 | 6% | -0.6%
> Cc1n[nH]c(C)c1CCN
  1% | -11 | 5% | 3 | -3% | 0% | -1 | 2% | -23 | -8% | -0.2%
> O=C(COc1ccccc1-c1ccccc1)N/N=C/c1ccccn1
  2% | -11 | -7% | -1 | ? | 2% | -19 | -2% | -29 | ? | -0.3%

# Carrying on.
structure	USP2a inh	KCNH2 3.1 inh	Eya2 phos inh	Coupling enz	BCR signal inh	PKM2 act	hERG WT inh	GALK inhibitor	Giardia killer	uPA generation	B2AR arrestin
COC(=O)CC1(CC(=O)OC)C(=O)NC(=O)NC1=O	1%	8	3%	1	0%	-2%	-10	11%	-13	-3%	0.4%
CN1CCN(c2ccc([N+](=O)[O-])cc2Cl)CC1	1%	-6	2%	0	7%	-20%	39	-1%	47[activator]	-2%	-1.1%
CCC(=O)Nc1ccccc1	0%	-3	-8%	1	?	1%	0	.	12	2%	-0.4%
Fc1ccc(NC2=NCCS2)cc1Cl	4%	13	7%	-8	?	5%	18	1%	0	-5%	0.1%
Fc1ccc(NC(=S)N2CCCC(c3ccccc3)=N2)cc1	1%	-23	12%	0	?	2%	-1	-1%	-1	36%[activator]	0.1%
Clc1cccc(Cl)c1CN1CCN(c2ccccc2)CC1	3%	-22	-18%	4	6%	-2%	-6	1%	-15	3%	0.3%
CCCCC(=O)N/N=C/c1c(O)n(CCC2=CCCCC2)c(=O)[nH]c1=O	8%	9	8%	5	17%	-2%	-7	-1%	2	?	0.3%
CCOC(=O)[C@@]1(C#N)[C@@H]2C=CC(C(N)=O)=CN2[C@@H](C(N)=O)[C@@H]1c1cccc(Cl)c1	1%	2	-29%	-8	8%	-1%	-2	-1%	-5	6%	0.0%
O=c1[nH]c2ccccc2c(=O)n1-c1ccc(Cl)cc1Cl	2%	12	-6%	1	2%	-3%	-2	9%	11	-3%	0.2%
C[C@]12CCC3C(CC[C@H]4C[C@@H](O)CC[C@]34C)C1CC[C@@H]2N (some centres undefined)	0%	-13	9%	.	-9%	.	1	.	-8	-1%	-0.4%
CN1C(=O)COc2c(C(=O)NC3CN4CCC3CC4)cc(Cl)cc21 (centres undefined)	6%	.	-11%	2	-19%	-7%	.	-2%	.	.	-0.1%

# A draw from above in order of count of non-hydrogen atoms, smallest number first.
structure	USP2a inh	KCNH2 3.1 inh	Eya2 phos inh	Coupling enz	BCR signal inh	PKM2 act	hERG WT inh	GALK inhibitor	Giardia killer	uPA generation	B2AR arrestin
Fc1ccc(NC2=NCCS2)cc1Cl	4%	13	7%	-8	?	5%	18	1%	0	-5%	0.1%
COC(=O)CC1(CC(=O)OC)C(=O)NC(=O)NC1=O	1%	8	3%	1	0%	-2%	-10	11%	-13	-3%	0.4%
CCCCC(=O)N/N=C/c1c(O)n(CCC2=CCCCC2)c(=O)[nH]c1=O	8%	9	8%	5	17%	-2%	-7	-1%	2	?	0.3%
